TRPC6 activator = activators of mouse TRPC6 channel; Q61143; HEK293-TRPC6 membrane potential dye fluorescence; hits give high values; B-score at 10 µM; hit rate 0.13% among 310,000;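 active = B-score of the integrated fluorescence ratio above library mean plus 3 SD, and starting fluorescence ratio within library mean plus 5 SD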;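 also: higher score means more depolarization so channel activation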
TRPC4 inh = TRPC4 (mouse) channel inhibition | AID 2247 | B-score at 10 µM | hit rate 0.39% among 300,000 | HEK293 TRPC4beta/mu-opioid, DAMGO-evoked Fluo4 calcium flux; hits give low values | Q9QUQ5;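 active = B-score over 3 SD under the library average, no early fluorescence shift, positive overall ratio signal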
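Test system – stable TRPC4beta/mu-opioid receptor HEK293 cells · Probe or stimulus – DAMGO, a submaximal dose followed by a maximal one · Dosing – one concentration per compound · Signal – Fluo4 calcium fluorescence by kinetic imaging, 5 s 1 Hz baseline · Evaluation – per-well B score of integrated baseline-normalized Fluo4 ratio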
RGS4 pot = RGS4 potentiation or activation; AID 463111; B-score at 10 µM; hit rate 0.92% among 310,000; HEK293 M3R/inducible RGS4, carbachol calcium flux Fluo4; hits give low values;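 active = B-score of the integrated calcium signal more than 4 SD below the library mean, with starting fluorescence not abnormally high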;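 also: negative B-score means reduced calcium response which marks RGS4 activation or potentiation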
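test system = HEK293 cells with stable M3R and inducible RGS4 | schedule = recording 10 s baseline at 1 Hz, 100 s post-agonist | technique = Fluo4-AM (2 µM) calcium-flux fluorescence, kinetic read | measure = Agonist-evoked peak-minus-minimum fluorescence over baseline, integrated ratio, B score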
HIF act = HIF pathway transcriptional activation; U2OS HRE-luciferase reporter, luminescence; normalized: DMSO 0%, desferrioxamine 100%; activation, % at 7.5 µM (by protocol); hit rate 0.32% among 300,000; AID 1910;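 active = mean activation of at least 10% of the iron chelator positive control signal, with at least half of replicates also reaching 10%; inconclusive = mean and replicate majority disagree about reaching 10%; inactive = mean and most replicates under 10%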
RGS4 inh = human RGS4 inhibition; P49798; HEK293 M3R/RGS4 inducible, Fluo-4 calcium flux; hits give high values; triggered by carbachol at its EC20; B-score at 10 µM; hit rate 0.45% among 310,000; AID 463165;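 active = B-score, a plate-corrected calcium signal, over three deviations above library mean, with baseline fluorescence within five deviations of library mean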;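 also: RGS4 expression induced by doxycycline in cells with stable M3 receptor; B-score is computed from the integrated fluorescence ratio over baseline after carbachol; higher B-score means a larger calcium signal and so more RGS4 inhibition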
Target sequence (P49798 whole entry, looked up): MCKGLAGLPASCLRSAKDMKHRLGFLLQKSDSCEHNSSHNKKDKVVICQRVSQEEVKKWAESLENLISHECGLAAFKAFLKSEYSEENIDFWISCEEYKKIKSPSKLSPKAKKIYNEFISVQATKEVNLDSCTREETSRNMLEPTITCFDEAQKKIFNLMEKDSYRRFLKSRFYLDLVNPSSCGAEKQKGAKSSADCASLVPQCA
Platelet DG rel = modulates dense granule release in human platelets. human platelet-rich plasma, SFLLRN dense granule ATP release, luminescence. inhibition, %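 (compounds screened at 7.5 µM in platelet-rich plasma)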. hit rate 0.22% among 300,000;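 active = mean replicate score, as percent of positive control, at or above 50; inconclusive = mean below 50 but at least one replicate at or above 50; inactive = mean and every replicate below 50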
TRPC6 inhibitor = mouse TRPC6 channel inhibition; hit rate 1.1% among 310,000; B-score at 10 µM; HEK293-TRPC6, membrane potential dye, ACh-evoked depolarization; hits give low values; Q61143;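 active = B-score under library mean minus 3 SD, initial fluorescence not abnormally high, positive integrated signal ratio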;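 also: B-score derived from integrated fluorescence ratio over the kinetic read; more negative B-score means stronger inhibition of depolarization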
MrgX1 ag = agonists of human MrgX1 receptor; MrgX1-HEK293 cells, Fluo-4 calcium fluorescence, agonist mode; hits give high values; B-score at 10 µM; hit rate 0.44% among 310,000; AID 588627;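 active = calcium response B-score plate-corrected fluorescence ratio at least 3 library SD, with starting fluorescence B-score inside 5 SD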
Target sequence (Q96LB2 whole entry, looked up): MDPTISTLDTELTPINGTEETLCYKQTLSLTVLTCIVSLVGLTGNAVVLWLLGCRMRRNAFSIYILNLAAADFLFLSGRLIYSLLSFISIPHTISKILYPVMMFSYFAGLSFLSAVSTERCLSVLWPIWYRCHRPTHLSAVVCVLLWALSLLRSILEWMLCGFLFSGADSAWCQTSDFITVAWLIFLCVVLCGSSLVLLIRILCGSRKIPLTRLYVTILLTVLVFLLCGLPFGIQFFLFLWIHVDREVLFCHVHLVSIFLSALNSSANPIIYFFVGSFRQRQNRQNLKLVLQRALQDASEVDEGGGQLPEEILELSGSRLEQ
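Assay system: MrgX1-expressing HEK293 cells / Amount: fifteen thousand cells per well / Doses: test compound in the initial addition of three / Timing: cells plated overnight, dye loaded 0.5 h 37 °C, 0.5 h room temperature / Technique: kinetic calcium dye fluorescence, Fluo-4 NW / Control set: positive and negative controls per plate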
MrgX1 antagonist = human MrgX1 receptor antagonism, primary screen; Q96LB2; MRGX1-HEK293 calcium flux, Fluo-4, BAM8-22 antagonism; hits give low values; B-score at 10 µM; hit rate 1.3% among 310,000;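 active = calcium-response B-score plate-corrected more than 3 library SD below zero, starting fluorescence within 5 deviations, no agonist response on first addition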;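 also: peak minus trough fluorescence over baseline after final BAM8-22 challenge near maximal dose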
SKKanGAS inh = blocks kanamycin growth of S. pyogenes SKKanGAS strain; BacTiter-Glo, 6 h; inhibition, % at 7.5 µM; hit rate 1.3% among 300,000;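 active = mean replicate score, as percent of positive control median, at least 50; inconclusive = mean below 50 but one replicate at or above 50; inactive = mean and every replicate below 50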;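 also: strain carries kanamycin resistance gene driven by streptokinase promoter and grows in 40 µg/ml kanamycin; loss of luminescence reflects streptokinase promoter inhibition or plain growth inhibition; 0% = median of DMSO wells and 100% = positive control at its reference dose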
MrgX1 allo act = human MrgX1 positive allosteric modulation, primary screen; B-score at 10 µM; AID 588675; Q96LB2; hit rate 0.63% among 310,000; MrgX1-HEK293, Fluo-4 calcium flux, FDSS; hits give high values;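 active = plate-corrected calcium response at least 3 library SD above typical, normal starting fluorescence, not activating the receptor alone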;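 also: compound read alongside a low EC10 to EC30 dose of BAM8-22 agonist; peak minus trough fluorescence over baseline measured at the second addition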
* marks the source's active call; other numbers are inactive results; i = inactive; u = inconclusive; x = no result given.

SMILES | TRPC6 activator | TRPC4 inh | RGS4 pot | HIF act | RGS4 inh | Platelet DG rel | TRPC6 inhibitor | MrgX1 ag | MrgX1 antagonist | SKKanGAS inh | MrgX1 allo act
COC(=O)C/C(C)=N/Nc1ccc(S(=O)(=O)N2CCCC2)cc1[N+](=O)[O-] | i | i | i | -0.4 | i | -2 | i | i | i | 0 | i
COc1ccc(N(CC(=O)Nc2cccc(N(C)S(C)(=O)=O)c2)S(=O)(=O)c2ccccc2)cc1Cl | i | i | i | -2.2 | i | 8 | i | i | i | -1 | i
CN1C(C(=O)N2CCc3ccccc3C2)=CC(c2ccc(F)cc2)=NS1(=O)=O | i | i | i | -0.1 | i | -7 | i | i | i | 2 | i
Nc1ncc2c(n1)-c1cc(Cl)ccc1SC2 | i | i | i | -0.7 | i | -2 | i | i | i | 3 | i
COc1ccc(C(OC(=O)c2ccco2)C(=O)NC2CCCC2)cc1OC (centres undefined) | i | i | i | 0.7 | i | -6 | i | i | i | 4 | i
Cc1c(OC(C)C(=O)O)ccc2c(-c3ccccc3)cc(=O)oc12 (centres undefined) | i | i | i | 1.6 | i | 2 | i | i | i | 0 | i
O=C(NCC1CCCO1)c1cc2cc(Cl)ccc2[nH]1 (centres undefined) | i | i | i | 1.3 | i | 3 | i | i | i | 0 | i
COc1cc(CC(=O)NCC2COc3ccccc3O2)cc(OC)c1OC (centres undefined) | i | i | i | -0.1 | i | 7 | i | i | i | -1 | i
Oc1ccc(Br)cc1/C=N/N1CCN(Cc2cccc3ccccc23)CC1 | i | i | i | 0.1 | i | 5 | i | i | i | 13 | i
CCN1CCN(C(=S)NC(=O)/C=C/c2cccs2)CC1 | i | i | i | 0.8 | i | 2 | i | i | i | 5 | i
CCC(=O)Oc1ccc(C(=O)Nc2cccc(C(=O)NCC(C)C)c2)cc1 | i | i | i | 1.8 | i | 6 | i | i | i | -3 | i
COc1ccc(C(=O)c2cnc[nH]2)cc1 | i | i | i | -0.3 | i | -1 | i | i | i | -7 | i
COCCNC(=S)N(CCc1c(C)[nH]c2ccc(Cl)cc12)Cc1cccs1 | i | i | i | -1.1 | 5* | 0 | i | i | i | 32 | i
Cn1cc(CC(=O)Nc2cccc(C#N)c2)c2ccccc21 | i | i | i | -0.1 | i | 14 | i | i | -4.6* | 6 | i
CC(C)OC(=O)CSc1nnc(-c2ccc([N+](=O)[O-])cc2)o1 | i | i | i | -0.6 | i | -2 | i | i | i | x | i
CSc1ccc(NC(=O)C(C)N2CCN(C)CC2)cc1 (centres undefined) | i | i | i | 2.0 | i | 1 | i | i | i | -2 | i
Cc1cc(OCc2nc(-c3ccc(NC(=O)c4cccnc4)cc3)no2)ccc1Cl | i | i | i | -0.2 | i | -8 | i | i | i | -11 | i
CC(C)COc1ccc(C(=O)NC(Cc2c[nH]c3ccccc23)C(=O)NN)cc1 (centres undefined) | i | i | i | 0.7 | i | 3 | i | i | i | 18 | i
CCCC(=O)N1CCN(S(=O)(=O)c2cc(Cl)ccc2OC)CC1 | i | i | i | -0.4 | i | 2 | i | i | i | -5 | i
Cc1cc2oc3ccc(NCCC4CCCN4C)cc3c(=O)c2cc1C (centres undefined) | i | i | -9.6* | 1.4 | i | 0 | -9.2* | 27* | i | 6 | i
CCN(CC)S(=O)(=O)c1ccc(Cl)c(NC(=O)CSc2nnc(-c3cccs3)o2)c1 | i | i | i | -0.1 | i | -3 | i | i | i | 8 | i
COc1c(F)c(F)c(C(=O)Nc2ccc(-c3nc4ccccc4[nH]3)cc2)c(F)c1F | i | i | i | 0.6 | i | -12 | i | i | i | -10 | i
O=C(CSc1ncn(-c2ccccc2)n1)Nc1nc2ccccc2s1 | i | i | i | 0.0 | i | 5 | i | i | i | -3 | i
CS/C(=N\S(=O)(=O)c1cccs1)Nc1ccc(F)cc1 | i | i | i | 1.5 | i | -4 | i | i | i | 5 | i
CCN(C(=O)CSc1nc2ccccc2c(=O)n1C(C)COC)C1CCS(=O)(=O)C1 (centres undefined) | i | i | i | 0.3 | i | -5 | i | i | i | -3 | i

Continued:
SMILES | TRPC6 activator | TRPC4 inh | RGS4 pot | HIF act | RGS4 inh | Platelet DG rel | TRPC6 inhibitor | MrgX1 ag | MrgX1 antagonist | SKKanGAS inh | MrgX1 allo act
c1ccc(-c2ccc(C(c3ccccc3)n3ccnc3)cc2)cc1 (centres undefined) | i | i | i | 0.4 | i | -2 | i | i | i | 21 | i
COc1ccc(-n2c(C)nn(C)c2=O)c(OC)c1 | i | i | i | -1.2 | i | 3 | i | i | i | -2 | i
CCOC(=O)c1csc(NC(=O)c2ccc(S(=O)(=O)N(CC)CC)cc2)n1 | i | i | i | -0.3 | i | 0 | i | i | i | -6 | i
COc1ccc(C(=O)Nn2c(SCC(=O)NC3CCCC3)nc3ccccc3c2=O)cc1 | i | i | i | -0.9 | i | 12 | i | i | i | -10 | i
Cc1ccccc1/C=C1\Sc2ccc(C(=O)N3CCN(c4ccccn4)CC3)cc2N(C)C1=O | i | i | i | -0.3 | i | -16 | i | i | i | u | i
O=C(NC(CC(=O)N1CCN(c2ccccc2)CC1)c1ccccc1)c1ccccc1Cl (centres undefined) | i | i | i | -31 | i | 0 | i | i | i | 1 | i
O=C(CN1CCN(S(=O)(=O)N2CCOCC2)CC1)Nc1cc(Cl)cc(Cl)c1 | i | i | i | -0.3 | i | -5 | i | i | i | 0 | i
COC(=O)c1c(C)[nH]c(C(=O)NCc2ccco2)c1C | i | i | i | 1.5 | i | 2 | i | i | i | 6 | i
O=C(CCC(=O)c1ccc(F)cc1)Nc1cccc(S(=O)(=O)Nc2cccc(Cl)c2)c1 | i | i | i | -0.7 | i | 5 | i | i | i | 12 | i
CC1CCCN(C(=O)COc2ccc(NC(=O)c3cccs3)cc2)C1 (centres undefined) | i | i | i | 0.3 | i | 2 | i | i | i | 0 | i
CC(=O)Nc1ccc(C(F)(F)F)cc1Cl | i | i | i | 0.2 | i | 0 | i | i | i | 1 | i
Cc1cc(=O)[nH]c(S)c1C#N | i | i | i | -0.7 | i | -1 | i | i | i | 1 | i
COc1ccc(OCC(O)CN2CCN(c3ccc(Cl)cc3)CC2)cc1 (centres undefined) | i | i | i | 0.4 | i | 4 | i | i | i | 1 | i
O=C(Nc1ccc(Cl)cc1)NN1CC(=O)N(c2cccc(C(F)(F)F)c2)CC1=O | i | i | i | 29* | i | -2 | i | i | i | -9 | i
O=C(CSc1nc(-c2ccccc2)cc(C(F)(F)F)n1)N1CCOCC1 | i | i | i | -0.4 | i | -1 | i | i | i | 1 | i
Cc1ccc(CNC(=O)/C=C/c2ccc(S(=O)(=O)NCc3ccco3)cc2)cc1 | i | i | i | 0.5 | i | -1 | i | i | i | 0 | i
COc1cc([N+](=O)[O-])cc(/C=N/NC(=O)c2cccnc2)c1O | i | i | i | x | i | -1 | i | i | i | 88* | i
COc1ccc2cc(Br)ccc2c1CC(=O)NC(C)C | i | i | i | 0.0 | i | 2 | i | i | i | 1 | i
COc1cc(COc2ccc(-c3nnco3)cc2)ccc1OC(F)F | i | i | i | 0.2 | i | 10 | i | i | i | 3 | i
O=C(CSc1ccc(-c2ccco2)nn1)NCc1ccccc1 | i | i | i | 0.1 | i | 10 | i | i | i | 3 | i
CC(C)CCNc1nc(N2CCCC2)c2c(c1C#N)CCN(C)C2 | i | i | i | -0.5 | i | 3 | -6.6* | i | i | -3 | i
CCOc1cc(/C=N/NC(=O)C(=O)NC2CC2)cc(Br)c1O | i | i | i | -0.2 | i | -3 | i | i | i | -5 | i
CCN(CC)CC(C)CNC(=O)C1(O)c2ccccc2NC(=O)N1c1ccc(Cl)c(Cl)c1 (centres undefined) | i | i | i | 0.8 | i | 5 | i | i | i | 5 | i
Cc1[nH]c2ccccc2c1/C=N/NC(=O)c1cccc(S(=O)(=O)Nc2cccc(C(F)(F)F)c2)c1 | i | i | i | -0.2 | i | 23 | i | i | i | 38 | i
O=C(CC1C(=O)NCCN1Cc1cccc(F)c1)NC1CCC1 (centres undefined) | i | i | i | -0.3 | i | -7 | i | i | i | -4 | i

Continued:
SMILES | TRPC6 activator | TRPC4 inh | RGS4 pot | HIF act | RGS4 inh | Platelet DG rel | TRPC6 inhibitor | MrgX1 ag | MrgX1 antagonist | SKKanGAS inh | MrgX1 allo act
O=C(NCC(=O)N(c1ccccc1)C(C(=O)NC1CCCCC1)c1cccnc1)c1cccs1 (centres undefined) | i | i | i | 0.0 | i | 2 | i | i | i | -14 | i
O=C1CC(c2cccc(F)c2)C2=C(CCCC2=O)N1 (centres undefined) | i | i | i | 0.0 | i | -4 | i | i | i | -2 | i
Cc1cc(C)n(-c2ccc(C(=O)NC(C)C)cc2)n1 | i | i | i | -0.4 | i | 3 | i | i | i | -2 | i
COc1cc(O)c(C(CC(=O)N2CCCCC2)c2ccc(N(C)C)cc2)c(OC)c1 (centres undefined) | i | i | i | 0.2 | i | -2 | i | x | x | -4 | x
Cn1nc(C(=O)N2CCN(c3ccccc3)CC2)c2c1-c1ccccc1S(=O)(=O)C2 | i | i | i | 0.1 | i | -5 | i | i | i | -1 | i
Cc1cccc(-n2ncc3c(NCCc4ccc(S(N)(=O)=O)cc4)ncnc32)c1 | i | i | i | 0.0 | i | 4 | i | i | -5.5* | 7 | i
O=C(NC1CCN(Cc2ccccc2)CC1)c1ccc2c(c1)OCCCO2 | i | i | i | -0.4 | i | 5 | i | i | i | -2 | i
CCOc1ccc(NC(=O)CNC(=O)c2cn(-c3ccccc3OC)c(=O)c3ccccc23)cc1 | i | i | i | -0.1 | i | -1 | i | i | i | -1 | i
O=C(CNC(=O)c1ccc2c(c1)OCO2)N/N=C/c1cccc([N+](=O)[O-])c1 | i | i | i | -0.1 | i | -2 | i | i | i | x | i
CC(NC(=O)c1ccccc1)c1nc2ccccc2n1Cc1ccccc1F (centres undefined) | i | i | i | -2.1 | i | -7 | i | i | i | 5 | i
NCCSc1c(-c2ccc(F)cc2)[nH]c2ccccc12 | i | i | i | -0.4 | i | -1 | -6* | i | i | -7 | i
